# HT1080 IDH1KD tx – HT-1080 IDH1 knockdown cell toxicity (counter line); HT-1080 IDH1 knockdown viability, ATP luminescence, 48 h; Potency, µM (doses to about 46.1 µM), for the others: at the highest dose activity, negative = toxicity, usual class: cytotoxic; 2% of 360,000 active;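 note: potency is the fitted concentration of half-maximal effect; 0% = DMSO wells and -100% = cell-free medium wells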
#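 % activity derives from luminescence (CellTiter-Glo), normalised to DMSO and no-cell wells. HT-1080-IDH1KD cells, 750/well, had 48 h compound exposure at 37 °C.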
# SW480 rereplic – induces DNA re-replication in SW480 colon adenocarcinoma cells. SW480 DNA re-replication, Hoechst DNA content imaging, 48 h. Potency, µM (series often up to 46.1 µM), inactives show at the top dose re-replication activation, actives largely listed as activators. 1.8% of 340,000 active. AID 624297; note: potency is the fitted concentration of half-maximal effect; % of control where 0% means no effect; nearly all actives have a fitted effect of over 55% in size
#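 First, 250 cells per well were seeded. Next, compound or vehicle (23 nL) was pinned in, plates sat 48 hr at 37 C. Finally Hoechst was added for 40 min before fluorescence scanning.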
# IL-1B inflam inh – inhibitors of inflammasome signaling (IL-1 beta secretion); activity change, % at 57.5 µM; AID 743279; 4.7% of 360,000 active; THP-1 LPS/ATP IL-1B secretion, AlphaLISA, 16 h; hits give low values; in the data active = activity change below about -50%; inconclusive = mostly about -30% to -49%; note: % is set by controls: 0 for no effect and ±100 for the full control effect
#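 THP-1 cells pretreated 1 hr with compounds (up to 57.5 uM final), then stimulated with LPS (250 ng/mL final) plus ATP (1.25 mM final); secreted IL-1B measured by AlphaLISA after 16 hr, decreased signal indicating inhibition.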
# ATXN viability – reduces viability in counter-screen for ATXN expression inhibitors; AID 651635; S2 cells (HEK-293 line with an ATXN2-luciferase reporter) viability, CellTiter-Fluor protease fluorescence, 24 h; Potency, µM (titrated, usually from 56.7 µM), actives largely listed as cytotoxic; 0.49% of 400,000 active; note: potency is the fitted concentration of half-maximal effect; nearly all actives have a fitted effect of over 40% in size
# KB-3-1 tox – KB-3-1 parental cell cytotoxicity | Potency, µM (doses to about 46.1 µM), for the others: at the highest dose activity change, negative = cytotoxic, actives largely listed as cytotoxic | KB-3-1 viability, CellTiter-Glo ATP luminescence, 72 h | AID 1347075 | 1.4% of 400,000 active; note: potency is the fitted concentration of half-maximal effect; % is set by controls: 0 for no effect and ±100 for the full control effect; nearly all actives have a fitted effect of over 60% in size
#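 Using CellTiter-Glo luminescence, growth of non-resistant KB-3-1 adenocarcinoma cells is assessed 72 h after pin-tool compound addition at 37 °C. Normalized responses across the concentration series yield fitted curves.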
# HepG2 tox – counter-screen for TGF-b inhibitors: cytotoxicity in HepG2 cells; HepG2 CAGA-GFP viability, ATP luminescence, 18 h; Potency, µM (highest dose often 46.1 µM), for the others: at the top dose activity change, negative = cytotoxicity, hits mostly cytotoxic; 0.76% of 410,000 active; note: potency is the fitted concentration of half-maximal effect; some results filed as inactive show a strong effect at the top dose
#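 CellTiter-Glo luminescence gave cytotoxicity after 18 hours at 37 degrees C. The cells were HepG2 CAGA-GFP in 1% FBS DMEM, stimulated with 500 pg/mL TGF-beta after compound addition. %Activity was normalised to no-cell wells (complete cell-killing) and DMSO (no toxicity), and curves were fitted and classified.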
# ATXN2 expr inh – inhibitors of ATXN2 expression; HEK-293 ATXN2-luciferase reporter, luminescence, 24 h; Potency, µM (series often up to 57 µM), for inactives: at the top dose activity change, negative = inhibition, hits mostly inhibitors; 0.72% of 360,000 active; note: potency is the fitted concentration of half-maximal effect; % is set by controls: 0 for no effect and ±100 for the full control effect; nearly all actives have a fitted effect of over 55% in size
#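 ATXN2-luciferase reporter cells (luciferase flanked by upstream and downstream ATXN2 gene portions) were treated 24 h at 37 °C with compounds at up to 57 uM. SteadyGlo luminescence gave expression; GF-AFC fluorescence gave viability.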
# MCF10A rereplic – DNA re-replication induction in MCF 10a cells. MCF 10A DNA re-replication, Hoechst nuclear intensity, 48 h. Potency, µM (highest dose often 46.1 µM), without a hit: top-dose activity, positive = re-replication, hits mostly activators. 2.9% of 350,000 active. AID 624296; note: potency is the fitted concentration of half-maximal effect; % of control where 0% means no effect; nearly all actives have a fitted effect of over 50% in size
# HT1080-NT tox – kills 2HG-producing HT-1080-NT fibrosarcoma cells; AID 686970; HT-1080-NT fibrosarcoma viability, CellTiter-Glo ATP luminescence, 48 h; 1.6% of 360,000 active; Potency, µM (titrated, usually from 46.1 µM), inactives show at the top dose activity, negative = less viability, hits mostly cytotoxic;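 note: NT is the 2HG producing partner of a matched IDH1 knockdown line; potency is the fitted concentration of half-maximal effect; 0% = DMSO-treated cells and -100% = media-only wells without cells; nearly all actives have a fitted effect of over 55% in size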
#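 Viability by CellTiter-Glo luminescence after 48 h compound exposure at 37C of HT-1080-NT cells (750/well, RPMI, 5% FBS). % activity scaled between DMSO wells and medium-only wells, then curve-fitted and categorized by curve class.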
# Active calls of the source: *; i = inactive; ? = inconclusive; . = no result given; [ ] = remark or other dose. Unless noted, calls come from the whole dose curve; as a rule, active = well fitted curve in the direction sought with a large enough effect; inconclusive = small, poorly fitted or top-dose-only effect, or another doubt; inactive = no such curve, though single readings can be large; an effect the other way counts as inactive or inconclusive.
SMILES,HT1080 IDH1KD tx,SW480 rereplic,IL-1B inflam inh,ATXN viability,KB-3-1 tox,HepG2 tox,ATXN2 expr inh,MCF10A rereplic,HT1080-NT tox
COc1ccc(/C=N/S(=O)(=O)c2ccc(C)cc2)cc1,11%,-6%,18,i,2%,2%,13%,4%,8%
CC(C)COc1cccc(C(=O)Nc2cc(S(=O)(=O)N3CCOCC3)ccc2N2CCCC2)c1,-2%,12%,.,i,-20%,3%,15%,18%,-1%
CC(=O)Nc1n[nH]c(-c2ccc(C)cc2)c1C,13%,-8%,0,i,3%,0%,14%,-11%,6%
O=[N+]([O-])c1cccc(Cl)c1CSc1ccccn1,20%,1%,-6,i,3%,-14%,-2%,6%,10%
COc1cccc(CN(C)C(=O)c2ccc(NC(=O)CC3SC(N4CCCCC4)=NC3=O)cc2)c1OC (stereo unspecified),3%,-13%,-1,i,8%,-24%,1%,?,2%
COc1ccc2cc(C(N)=O)c(=Nc3ccc(C)cc3)oc2c1,25%,-5%,-2,i,-7%,-20%,17%,3%,14%
Cc1cc(C)n2c(Br)c(CSc3nc4ccccc4s3)nc2n1,-1%,-8%,-5,i,-7%,-26%,42%[activator],11%,1%
CCCCOC(=O)/C(C#N)=C/c1ccc(-c2cccc(C(F)(F)F)c2)o1,.,.,.,i,16%,1%,11%,.,.
O=C(c1cc(Br)ccc1Cl)N1CCCC1,-2%,19%,-5,i,?,-12%,-2%,21%,-7%
Cc1ccc(CCNC(=O)c2cc3c(=O)oc4ccccc4c3s2)cc1,.,.,.,i,-1%,1%,9%,.,.
COC(=O)C(O)(CC(=O)Nc1cc(Cl)ccc1Cl)C(F)(F)F (stereo unspecified),10%,-3%,18,i,12%,-1%,-10%,3%,11%
Cc1onc(-c2ccccc2)c1C(=O)N(CC(C)C)c1c(N)n(CC(C)C)c(=O)[nH]c1=O,-1%,-5%,-4,i,18%,12%,-5%,0%,1%

# 4 entries picked at random from the list so far, as already listed:
SMILES,HT1080 IDH1KD tx,SW480 rereplic,IL-1B inflam inh,ATXN viability,KB-3-1 tox,HepG2 tox,ATXN2 expr inh,MCF10A rereplic,HT1080-NT tox
COc1ccc2cc(C(N)=O)c(=Nc3ccc(C)cc3)oc2c1,25%,-5%,-2,i,-7%,-20%,17%,3%,14%
CC(=O)Nc1n[nH]c(-c2ccc(C)cc2)c1C,13%,-8%,0,i,3%,0%,14%,-11%,6%
Cc1cc(C)n2c(Br)c(CSc3nc4ccccc4s3)nc2n1,-1%,-8%,-5,i,-7%,-26%,42%[activator],11%,1%
COc1cccc(CN(C)C(=O)c2ccc(NC(=O)CC3SC(N4CCCCC4)=NC3=O)cc2)c1OC (stereo unspecified),3%,-13%,-1,i,8%,-24%,1%,?,2%

# More structures follow.
SMILES,HT1080 IDH1KD tx,SW480 rereplic,IL-1B inflam inh,ATXN viability,KB-3-1 tox,HepG2 tox,ATXN2 expr inh,MCF10A rereplic,HT1080-NT tox
Cc1cccc(NC(=O)CN2C(=S)NC(C)(C)CC2C)c1 (stereo unspecified),-2%,-1%,2,i,-17%,-14%,1%,0%,1%
NC(=O)CC(NC(=O)c1ccc(Br)cc1)c1ccc(N2CCCCCCC2)c([N+](=O)[O-])c1 (stereo unspecified),-21%,-19%,-29,.,0%,-59%,?,25%,?
CC1CCCN(C/C=C/c2ccccc2[N+](=O)[O-])C1 (stereo unspecified),8%,-4%,1,i,-2%,0%,2%,-10%,0%
Cc1cn(CC(=O)NCc2ccc(N(C)C)cc2)c(=O)[nH]c1=O,-1%,-22%,-18,i,-7%,-23%,-22%,?,2%
Cc1ccc(NC(=O)CN(C)C(=O)CSc2nc(C)cs2)cc1,5%,0%,-19,i,11%,0%,5%,-3%,12%
COc1ccc(S(=O)(=O)N2CCN(C(=O)CCNC(=O)c3ccccc3Cl)CC2)cc1,1%,0%,-3,i,9%,-6%,3%,3%,-4%
COc1cccc(OC)c1C(=O)Nc1c(C(=O)N2CCN(c3ccccn3)CC2)oc2ccccc12,11%,-11%,-21,i,-2%,-2%,.,-3%,?
COc1ccc(C(=O)/C=C/C(=O)N(CC(=O)NC2CCCCC2)CC2CCCO2)c(O)c1 (stereo unspecified),?,-21%,-98*,4µM*,?,13µM*,3.8µM*,12µM*,-22%
COc1ccc(N2CC(C)Cn3c2nc2c3c(=O)n(Cc3ccccc3)c(=O)n2C)c(OC)c1 (stereo unspecified),-3%,14%,-22,i,-11%,-11%,-11%,17%,-2%
Cc1ccc2sc(N(CCCN(C)C)C(=O)c3ccc(S(=O)(=O)N4CCOCC4)cc3)nc2c1C,5%,-3%,?,i,-4%,0%,-1%,6%,-6%
CSCCC(NS(=O)(=O)c1ccccc1F)C(=O)N1CCCCCCC1 (stereo unspecified),8%,2%,14,i,10%,-5%,-4%,-1%,0%
CC(C)(C)c1ccc(Cn2nnc3c(=O)[nH]c(C4CCCN(C(=O)Cc5cccs5)C4)nc32)cc1 (stereo unspecified),?,?,-19,i,0%,-78%,-18%,?,?
Cc1cc(C)c(C#N)c(SCC(=O)NC(C)(C)C)n1,1%,-9%,1,i,-7%,0%,6%,-7%,6%
O=C1C2C3C=CC(C4CC34)C2C(=O)N1CCc1ccccc1 (stereo unspecified),-2%,-98%[inhibitor],-22,i,-9%,-4%,41%[activator],-42%[inhibitor],0%
CCOC(=O)c1ccc(NC(=O)Nc2c(C)n(C)n(-c3ccccc3)c2=O)cc1,7%,-12%,10,i,11%,-3%,3%,0%,8%
COc1ccc(OC)c(S(=O)(=O)N2CCCC2C(=O)N2CCc3ccccc3C2)c1 (stereo unspecified),11%,-4%,-8,?,5%,-1%,3%,0%,2%
O=S(=O)(Nc1ccccc1N1CCCCC1)c1ccccc1,0%,7%,38,i,0%,-11%,-23%,-9%,-3%
O=C(Nc1ccc(C(F)(F)F)cc1)c1cccnc1N1CCOCC1,?,6%,44,i,-23%,-4%,-8%,32%,-7%
O=C(N/N=C/c1ccc(-c2cccc([N+](=O)[O-])c2)o1)c1ccccc1O,-19%,?,-2,i,-20%,-29%,?,?,-6%
COc1ccc(S(=O)(=O)N/N=C(/C)c2ccncc2)c(OC)c1,1%,-5%,?,i,1%,-5%,-5%,1%,1%
Cc1ccc(S(=O)(=O)N(C)C)cc1NC(=O)c1cccs1,12%,-6%,8,i,-2%,-2%,.,2%,13%
CC(C)Oc1ccc(CN2CCC2(C)C(=O)NCc2ccc(C(F)(F)F)cc2)cc1 (stereo unspecified),?,.,?,i,0%,-45%,-23%,.,?
COc1ccc(C(=O)COC(=O)c2ccn(C)n2)cc1,4%,0%,4,i,3%,-6%,12%,-5%,23%
Cn1c(=O)c2c(nc(/C=C/c3cccc(Cl)c3)n2C)n(C)c1=O,10%,6%,7,i,0%,0%,-6%,-7%,13%
CCOc1ccc(N2C(=O)C3ON(c4ccccc4)C(c4ccco4)C3C2=O)cc1 (stereo unspecified),-4%,3%,4,i,-4%,-21%,-14%,-3%,0%
CCCCn1c(N)c(N(CC(C)C)C(=O)C2CC(=O)N(CCc3ccccc3)C2)c(=O)[nH]c1=O (stereo unspecified),-5%,-32%[inhibitor],i,i,0%,-2%,-1%,-8%,-6%
CC(C)Oc1ccc(C(=O)OCC(=O)N2CCCc3ccccc32)cc1,-3%,-3%,3,i,0%,-92%,4%,0%,-9%
Cc1onc(C(=O)N2CCN(c3ccccc3)CC2)c1[N+](=O)[O-],-2%,?,-7,i,8%,-36%,.,-1%,-8%
CCN(CC)S(=O)(=O)c1ccc(Cl)c(C(=O)NCc2ccccc2Cl)c1,-13%,1%,-4,i,-4%,-11%,-6%,18%,-10%
Cc1sc(N2CCN(S(=O)(=O)c3ccc4c(c3)NC(=O)CO4)CC2)nc1-c1ccccc1,?,?,?,i,0%,4%,-5%,3%,28%
CCN(CC)C(=S)NC(=O)c1cc(OC)c(OC)c(OC)c1,-11%,5%,-16,i,6%,8%,-3%,-7%,23µM*
CCN(CC)C(=O)Oc1ccc(Cl)c2ccccc12,22%,-4%,1,i,-7%,-6%,6%,-13%,1%
COc1ccc(C(=O)OCC(=O)c2ccc(S(=O)(=O)N3CCCCC3)cc2)c(OC)c1,-2%,-77%[inhibitor],?,i,-12%,-7%,4%,-2%,0%
CCOc1ncccc1C(=O)OCC(=O)Nc1nnc(-c2ccccc2)o1,-3%,-31%[inhibitor],9,i,8%,-14%,-12%,8%,0%
CCc1cccc(CC)c1NC(=O)COC(=O)C1(C)CC1(Cl)Cl (stereo unspecified),2%,6%,22,i,5%,-23%,-16%,9%,-6%
COc1ccc(S(=O)(=O)NCCCO)cc1-c1nnc2c3ccccc3c(C)nn12,.,.,.,i,?,-9%,5%,.,.
CCc1ccc(NC(=O)C(C)OC(=O)Cn2[nH]c(=O)c3ccccc3c2=O)cc1 (stereo unspecified),5%,.,48,i,6%,-34%,.,.,-1%
C=COc1ccc(N2C(=O)c3ccccc3OC2C)cc1 (stereo unspecified),22%,?,-4,i,2%,-3%,1%,11%,9%
COc1ccc(NC(=O)CSc2oc(-c3ccco3)nc2S(=O)(=O)c2ccc(Br)cc2)c(OC)c1,.,.,.,i,10%,0%,-10%,.,.
O=C(CCCCCN1C(=O)CCC1=O)NCc1ccccc1,8%,-6%,26,i,0%,-1%,-5%,-2%,9%
Cc1cccc2c1nc(-c1ccccc1)n1nnnc21,0%,-14%,21,i,10%,1%,-6%,-5%,5%
O=S(=O)(/N=C(\c1ccc(F)cc1)N1CCOCC1)c1ccccc1,7%,.,25,i,6%,-5%,.,.,1%
CCc1nc2ccc(C(=O)NCCCN3CCCC3=O)cn2c1N(C=O)CC,21%,.,8,i,1%,1%,-4%,.,25%
CC12CCC(C(=O)NC3CCCC3)(CC1=O)C2(C)C (stereo unspecified),18%,3%,16,i,1%,-26%,5%,-4%,7%
O=C(CCS(=O)(=O)c1ccccc1)Nc1cccc(-c2nc3ccccc3s2)c1,-29%,1%,103,?,-17%,-54%,.,?,-12%

# Source: PubChem
